Screening results deposited in PubChem BioAssay by National Center for Advancing Translational Sciences (NCATS).
TrxR1 substrate: qHTS Assay for Substrates of Mammalian Selenoprotein Thioredoxin Reductase 1 (TrxR1): qHTS. 390,000 tested, 0.01% active. Potency, µM (series often up to 114 µM), inactives show at the top dose activity change, negative = substrate turnover. Thioredoxin reductase 1, cytoplasmic (Rattus norvegicus), O89049. purified TrxR1 substrate turnover, NADPH consumption readout; further: potency means the concentration at half of the fitted maximal effect; on the % scale 0 is the no-effect control and ±100 the full control effect; nearly all actives have a fitted effect of over 50% in size
Target sequence (O89049 whole entry, looked up): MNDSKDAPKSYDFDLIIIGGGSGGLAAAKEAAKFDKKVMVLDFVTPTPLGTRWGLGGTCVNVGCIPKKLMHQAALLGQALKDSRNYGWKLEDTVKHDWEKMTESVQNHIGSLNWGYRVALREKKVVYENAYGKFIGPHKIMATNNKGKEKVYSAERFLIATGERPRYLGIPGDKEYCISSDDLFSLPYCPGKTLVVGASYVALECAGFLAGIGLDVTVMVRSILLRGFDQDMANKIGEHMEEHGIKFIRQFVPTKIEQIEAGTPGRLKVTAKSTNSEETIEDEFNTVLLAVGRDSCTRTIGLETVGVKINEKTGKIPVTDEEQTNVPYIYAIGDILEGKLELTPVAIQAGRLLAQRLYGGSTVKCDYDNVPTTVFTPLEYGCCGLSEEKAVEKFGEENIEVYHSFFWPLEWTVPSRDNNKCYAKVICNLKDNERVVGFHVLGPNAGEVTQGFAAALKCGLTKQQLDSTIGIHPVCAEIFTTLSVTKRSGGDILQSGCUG
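Rat TrxR1, dispensed at 90 nM, was prereduced with 400 uM NADPH (final) for 5 min at ~22 deg C, then incubated with compound 15 min before 400 uM selenite. A first-read NADPH fluorescence drop versus no-compound background flagged substrates.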
PI4K2A inh: qHTS for small molecular inhibitors of PI4K2A | Phosphatidylinositol 4-kinase type 2-alpha (Homo sapiens), Q9BTU6 | purified PI4K2A, ADP-Glo luminescence, 1 h; hits give low values | activity change, negative = inhibition, % at 76.9 µM | 420,000 tested, 0.13% active; in the data active means activity change below about -50%; inconclusive means mostly about -30% to -49%;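 further: -100% = wells without enzyme as full effect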
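In this quantitative HTS, ADP production by PI4K2A was quantified luminescently after 1 h at ambient temperature; 100 microM adenosine served as plate-quality control.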
RXFP1 agonist: qHTS Assay for Agonists of the Relaxin Receptor RXFP1. Relaxin receptor 1 (Homo sapiens), Q9HBX9. HEK293T-RXFP1 cAMP TR-FRET, 30 min; response scale: percent of porcine relaxin response, buffer zero. Potency, µM (titrated, usually from 57.5 µM), inactives show at the top dose activation, actives largely listed as activators. 370,000 tested, 0.3% active. AID 2676, 2010; further: potency means the concentration at half of the fitted maximal effect; on the % scale 0 is the no-effect control and ±100 the full control effect; nearly all actives have a fitted effect of over 60% in size; many of its hits are not listed in these tables
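Agonist response is measured as cAMP accumulation in an RXFP1-transfected HEK293T line under PDE4 inhibition. Values are scaled between buffer-only and 29 nM porcine relaxin, and EC50s come from standard Hill equation fits.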
Vif-A3F inh: qHTS for Inhibitors of Vif-A3F Interactions: qHTS; HeLa A3F-eYFP + Vif (tagged APOBEC3F with the HIV-1 protein that degrades it), YFP fluorescence increase; Potency, µM (highest dose often 46.1 µM), for the others: top-dose activity, negative = active; 390,000 tested, 0.2% active; AID 602313, 2012; further: potency means the concentration at half of the fitted maximal effect; % of control where 0% means no effect; nearly all actives have a fitted effect of over 65% in size
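HeLa cells stably expressing A3F-eYFP plus Vif, plated and incubated overnight at 37 deg C, then exposed to compounds overnight at 37 deg C. Blocked degradation read as raised yellow fluorescence (Ex 488/Em 500-530).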
LDHA inh: qHTS assay for inhibitors of human lactate dehydrogenase | L-lactate dehydrogenase A chain (Homo sapiens), P00338 | purified LDHA, NADH/diaphorase-resazurin fluorescence; hits give low values | activity change, % (values are at about 110 or 230 µM) | 480,000 tested, 0.15% active; in the data active means activity change below about -30%; inconclusive means mostly about -25% to -30%;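 further: plate controls were DMSO wells for no effect and wells without enzyme for full effect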
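Human LDH5 at 2 nM final in Tris HCl pH 7.4 with 0.06 mM NADH and 0.2 mM pyruvate, reacted 5 minutes at room temperature. Remaining NADH coupled via diaphorase/resazurin; resorufin fluorescence read at 0 and 20 minutes, normalized to enzyme-free and DMSO wells.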
Vif-APOBEC3G blk: qHTS for Inhibitors of Vif-A3G Interactions: qHTS. HeLa A3G-eYFP + Vif (tagged APOBEC3G with the HIV-1 protein that degrades it), YFP fluorescence, overnight. DNA dC->dU-editing enzyme APOBEC-3G (Homo sapiens), Q9HC16. Potency, µM (doses to about 46.1 µM), for the others: top-dose activity, negative = active, most hits filed as inhibitors. 410,000 tested, 0.076% active;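 further: potency means the concentration at half of the fitted maximal effect; on the % scale 0 is the no-effect control and ±100 the full control effect; nearly all actives have a fitted effect of over 60% in size; hits raise eYFP signal because A3G escapes Vif-driven loss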
Target sequence (Q9HC16 whole entry, looked up): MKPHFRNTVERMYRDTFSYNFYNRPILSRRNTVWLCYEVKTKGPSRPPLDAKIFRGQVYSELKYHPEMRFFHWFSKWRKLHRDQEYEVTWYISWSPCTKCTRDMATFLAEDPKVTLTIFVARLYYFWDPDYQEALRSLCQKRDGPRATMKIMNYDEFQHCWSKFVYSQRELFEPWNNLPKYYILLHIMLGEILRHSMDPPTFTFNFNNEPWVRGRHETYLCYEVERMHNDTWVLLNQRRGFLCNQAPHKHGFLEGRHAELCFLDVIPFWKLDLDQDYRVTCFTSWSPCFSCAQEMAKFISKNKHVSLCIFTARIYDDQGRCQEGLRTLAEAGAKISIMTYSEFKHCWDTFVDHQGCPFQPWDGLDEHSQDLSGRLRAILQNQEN
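HeLa cells stably expressing Vif and C-terminally eYFP-tagged A3G, seeded overnight at 37 deg C, then exposed to compound by pintool overnight at 37 deg C. Rise in yellow fluorescence (Ex 488/Em 500-530, Acumen) marks blocked Vif-driven A3G degradation.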
Glioma ERSR ind: qHTS for Inducers of the Endoplasmic Reticulum Stress Response (ERSR) in Human Glioma: qHTS; U87-MG GRP78 promoter luciferase reporter, 16 h; Potency, µM, inactives show top-dose activation, hits mostly activators; 420,000 tested, 0.02% active; further: potency means the concentration at half of the fitted maximal effect; series mostly up to about 76 µM; % of control where 0% means no effect; nearly all actives have a fitted effect of over 35% in size
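Stably transfected U87-MG glioma cells carrying a GRP78-based luciferase sensor; 16 h compound incubation. Luminescence end-point read 10 min after Bright-Glo addition at room temperature.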
USP1-UAF1 inh: Inhibitors of USP1/UAF1: Primary Screen | Potency, µM (titrated, usually from 57.1 µM), without a hit: at the highest dose activity change, negative = inhibition, usual class: inhibitors | 390,000 tested, 0.23% active | AID 743255, 2014 | recombinant USP1/UAF1, Ub-Rhodamine cleavage fluorescence; further: potency means the concentration at half of the fitted maximal effect; on the % scale 0 is the no-effect control and ±100 the full control effect; nearly all actives have a fitted effect of over 60% in size; inactives centre near -12
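USP1/UAF1 complex at 1 nM was preincubated with compound for 15 min at room temperature, then Ub-Rho substrate (150nM final) was added. Fluorescence (480/540 nm) was read kinetically, 6 reads every 60 seconds.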
mIDH1 inhibitor: qHTS for Inhibitors of mutant isocitrate dehydrogenase 1 (IDH1): qHTS. IDH1-R132H enzyme, NADPH consumption, diaphorase/resazurin fluorescence. 390,000 tested, 0.093% active. AID 602179, 2012. Isocitrate dehydrogenase [NADP] cytoplasmic (Homo sapiens), O75874. Potency, µM (series often up to 76.6 µM), without a hit: at the top dose activity change, negative = inhibition, hits mostly inhibitors; further: potency means the concentration at half of the fitted maximal effect; on the % scale 0 is the no-effect control and ±100 the full control effect; nearly all actives have a fitted effect of over 65% in size
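IDH1-R132H (0.5 ug/mL) preincubated 30 min with compound, then NADPH (0.016 mM) and alpha-KG (2 mM) added; 80 min at RT, pH 7.5. Remaining NADPH coupled via diaphorase/resazurin to fluorescence (540/590 nm); concentration-response curves normalized to no-enzyme control.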
Active calls of the source: *; [ ] = remark or other dose. Unless noted, the call rests on the fitted dose curve; in most records, active means well fitted curve in the direction sought with a large enough effect; inconclusive means small, poorly fitted or top-dose-only effect, or another doubt; inactive means no such curve, though single readings can be large; an effect the other way counts as inactive or inconclusive. Not all compounds are listed, so the mix of outcomes need not match the whole.

Results for CN(Cc1cnn(-c2ccccc2)c1)C(=O)C1CCC(=O)N(C2CC2)C1 (configuration not stated) ?
TrxR1 substrate: -2.9%; PI4K2A inh: 2.0; RXFP1 agonist: 2.5%; Vif-A3F inh: -2.9%; LDHA inh: -3.5; Vif-APOBEC3G blk: -1.3%; Glioma ERSR ind: -1.8%; USP1-UAF1 inh: 3.0%; mIDH1 inhibitor: 2.5%

What do the screens show for `COc1ccc(NC2CCCN(C(=O)CCN3Cc4ccccc4C3=O)C2)cc1` (configuration not stated)?
TrxR1 substrate: -1.1%; PI4K2A inh: -4.6; RXFP1 agonist: -0.3%; Vif-A3F inh: 4.1%; LDHA inh: -9.9; Vif-APOBEC3G blk: 1.1%; Glioma ERSR ind: 1.6%; USP1-UAF1 inh: -23.9%; mIDH1 inhibitor: -1.6%

Results for CS(=O)(=O)Nc1cccc(C2=NN(S(C)(=O)=O)C(c3ccccc3)C2)c1 (configuration not stated) ?
TrxR1 substrate: 5.0%; PI4K2A inh: -0.7; RXFP1 agonist: 0.3%; Vif-A3F inh: -22.8%; LDHA inh: -5.2; Vif-APOBEC3G blk: -16.4%; Glioma ERSR ind: 1.9%; USP1-UAF1 inh: -18.5%; mIDH1 inhibitor: -5.1%

What do the screens show for `CCOC(=O)C(Sc1ncc(C#N)c(N)n1)C(C)C` (configuration not stated)?
TrxR1 substrate: 9.6%; PI4K2A inh: -5.8; RXFP1 agonist: 0.5%; Vif-A3F inh: -5.1%; LDHA inh: -1.6; Vif-APOBEC3G blk: -8.0%; Glioma ERSR ind: 3.2%; USP1-UAF1 inh: -2.6%; mIDH1 inhibitor: 2.0%

What do the screens show for `O=C(C(Br)=Cc1ccccc1)c1ccccc1`?
TrxR1 substrate: -14.1%; PI4K2A inh: 1.2; Vif-A3F inh: -13.5%; LDHA inh: -0.6; Vif-APOBEC3G blk: inconclusive; Glioma ERSR ind: -8.5%; USP1-UAF1 inh: -11.9%; mIDH1 inhibitor: 8.9%

What do the screens show for `COC(=O)C1SCC2C(=O)N(Cc3ccc(Cl)cc3)CC(=O)N21` (configuration not stated)?
TrxR1 substrate: -14.0%[57.1 µM]; PI4K2A inh: 1.9; RXFP1 agonist: 1.1%; Vif-A3F inh: -13.2%; LDHA inh: -2.6; Vif-APOBEC3G blk: -0.3%; Glioma ERSR ind: 0.0%; USP1-UAF1 inh: -14.4%; mIDH1 inhibitor: 4.9%

Results for COCCOC(=O)c1sc(=S)n(CCOC)c1N ?
TrxR1 substrate: 6.7%; PI4K2A inh: 0.9; RXFP1 agonist: 1.4%; Vif-A3F inh: -8.5%; LDHA inh: 3.3; Vif-APOBEC3G blk: -1.8%; Glioma ERSR ind: -3.5%; USP1-UAF1 inh: inconclusive; mIDH1 inhibitor: 5.1%

Results for CCOC(=O)C1=CC[C@H]2c3c(c4ccccc4n3C)C(=O)C1N2C(=O)OC(C)(C)C ?
TrxR1 substrate: -1.8%[57.1 µM]; PI4K2A inh: 5.9; RXFP1 agonist: 0.5%; Vif-A3F inh: 0.6%; LDHA inh: -3.3; Vif-APOBEC3G blk: -15.0%; Glioma ERSR ind: -2.6%; USP1-UAF1 inh: 1.8%; mIDH1 inhibitor: -2.6%

What do the screens show for `Cc1cccn2cc(CCNS(=O)(=O)c3ccc4c(c3)OCCO4)nc12`?
TrxR1 substrate: 8.7%[57.1 µM]; PI4K2A inh: 4.5; RXFP1 agonist: 1.9%; Vif-A3F inh: -0.4%; LDHA inh: -8.0; Vif-APOBEC3G blk: 1.4%; Glioma ERSR ind: -2.8%; USP1-UAF1 inh: 4.0%; mIDH1 inhibitor: -5.2%

What do the screens show for `CC12CCC(C(=O)NCCc3ccccc3)(OC1=O)C2(C)C` (configuration not stated)?
TrxR1 substrate: 5.8%; PI4K2A inh: -1.0; RXFP1 agonist: -1.5%; Vif-A3F inh: -6.3%; LDHA inh: -3.4; Vif-APOBEC3G blk: 1.7%; Glioma ERSR ind: -0.2%; USP1-UAF1 inh: -16.3%; mIDH1 inhibitor: -4.5%

Results for CN(C)/C=N/c1nc(-c2ccc3ccccc3c2)cs1 ?
TrxR1 substrate: -13.2%; PI4K2A inh: 0.6; RXFP1 agonist: -1.3%; Vif-A3F inh: -8.4%; LDHA inh: -1.2; Vif-APOBEC3G blk: 2.2%; Glioma ERSR ind: 4.5%; USP1-UAF1 inh: inconclusive; mIDH1 inhibitor: 5.0%

Results for CCSc1nc2c(cnn2-c2ccc(C)c(C)c2)c(=O)[nH]1 ?
TrxR1 substrate: -33.2%; PI4K2A inh: -9.8; RXFP1 agonist: 1.9%; Vif-A3F inh: 1.1%; LDHA inh: -1.1; Vif-APOBEC3G blk: 0.6%; Glioma ERSR ind: -2.8%; USP1-UAF1 inh: -30.1%; mIDH1 inhibitor: 8.3%

Results for O=C(CCn1c(=S)[nH]c2cc3c(cc2c1=O)OCO3)NCc1ccc(Cl)cc1 ?
TrxR1 substrate: -0.7%; PI4K2A inh: -10.6; RXFP1 agonist: inconclusive; Vif-A3F inh: 8.4%; LDHA inh: -1.4; Vif-APOBEC3G blk: 13.2%; Glioma ERSR ind: -1.1%; USP1-UAF1 inh: -19.0%; mIDH1 inhibitor: -1.9%

What do the screens show for `COc1ccc(CCCC(=O)NCCc2ccccc2)c(C)c1`?
TrxR1 substrate: 3.8%; PI4K2A inh: 4.6; RXFP1 agonist: 0.0%; Vif-A3F inh: -6.1%; LDHA inh: -10.0; Vif-APOBEC3G blk: -8.2%; Glioma ERSR ind: -14.3%; USP1-UAF1 inh: -19.0%; mIDH1 inhibitor: 1.6%

Results for CN(CC1CCOCC1)C(=O)CC1C(=O)NCCN1Cc1ccc(Cl)c(F)c1 (configuration not stated) ?
TrxR1 substrate: -5.1%; PI4K2A inh: 5.2; RXFP1 agonist: 2.0%; Vif-A3F inh: 2.5%; LDHA inh: -0.9; Vif-APOBEC3G blk: 0.4%; Glioma ERSR ind: -3.8%; USP1-UAF1 inh: -10.2%; mIDH1 inhibitor: 3.6%

What do the screens show for `COCCN1C(=O)C(=O)/C(=C(/O)c2cccc(OC)c2)C1c1ccco1` (configuration not stated)?
TrxR1 substrate: -6.5%; PI4K2A inh: 7.2; RXFP1 agonist: 1.9%; Vif-A3F inh: -2.3%; LDHA inh: 1.7; Vif-APOBEC3G blk: 0.6%; Glioma ERSR ind: -0.4%; USP1-UAF1 inh: -9.7%; mIDH1 inhibitor: -0.6%

Results for O=C1NC(=S)NC1=Cc1ccco1 ?
TrxR1 substrate: -10.4%; PI4K2A inh: -0.1; Vif-A3F inh: 6.1%; LDHA inh: 5.8; Vif-APOBEC3G blk: 2.7%; Glioma ERSR ind: -2.6%; USP1-UAF1 inh: inconclusive; mIDH1 inhibitor: -11.0%

Results for COc1ccc2nc(N/C(N)=N/C(=S)Nc3c(C)cccc3C)nc(C)c2c1 ?
TrxR1 substrate: 22.3%; PI4K2A inh: -4.5; RXFP1 agonist: 1.5%; Vif-A3F inh: -2.1%; LDHA inh: 0.2; Vif-APOBEC3G blk: 7.2%; Glioma ERSR ind: 0.2%; USP1-UAF1 inh: -24.1%; mIDH1 inhibitor: 5.7%

What do the screens show for `CCCCCCOC(=O)Cc1c(C)nc(N)[nH]c1=O`?
TrxR1 substrate: -0.2%; PI4K2A inh: -8.8; RXFP1 agonist: 0.7%; Vif-A3F inh: -5.1%; LDHA inh: -2.7; Vif-APOBEC3G blk: 0.4%; Glioma ERSR ind: -1.1%; USP1-UAF1 inh: -11.0%; mIDH1 inhibitor: 2.0%

How did Cc1cc(C)cc(OCC(=O)OCC(=O)NCCC2=CCCCC2)c1 do in these assays?
TrxR1 substrate: -3.6%[57.1 µM]; PI4K2A inh: 5.1; RXFP1 agonist: 1.0%; Vif-A3F inh: -10.6%; LDHA inh: -0.9; Vif-APOBEC3G blk: -2.8%; Glioma ERSR ind: -3.6%; USP1-UAF1 inh: 1.5%; mIDH1 inhibitor: 4.6%

What do the screens show for `O=C(COC(=O)c1ccccc1O)Nc1ccc2ccccc2c1`?
TrxR1 substrate: -4.5%[2.29 µM]; PI4K2A inh: -3.0; Vif-A3F inh: -2.6%; LDHA inh: -11.1; Vif-APOBEC3G blk: 2.3%; Glioma ERSR ind: 7.6%; USP1-UAF1 inh: -2.5%; mIDH1 inhibitor: -10.7%

What do the screens show for `CC(C)C[C@H]1CN([C@@H](CC(C)C)CN2CCC[C@@H]2CN2C(=O)C(=O)NC[C@@H]2Cc2ccccc2)C(=O)C(=O)N1CC1CCCCC1`?
TrxR1 substrate: -1.6%; PI4K2A inh: -2.5; Vif-A3F inh: -18.3%; LDHA inh: -1.3; Vif-APOBEC3G blk: -0.4%; Glioma ERSR ind: 3.4%; USP1-UAF1 inh: -20.8%; mIDH1 inhibitor: inconclusive
